Source: PubChem BioAssay
Furin inhibitor: human furin inhibitors, primary screen, biochemical, fluorescence intensity; P09958; purified furin, fluorogenic substrate cleavage; inhibition, % at 30 µM; hit rate 0.061% among 220,000; AID 463115, 2010; in the data active = inhibition above about 25%; note: inactives centre near -15
Target sequence (P09958 108-714 limits assumed): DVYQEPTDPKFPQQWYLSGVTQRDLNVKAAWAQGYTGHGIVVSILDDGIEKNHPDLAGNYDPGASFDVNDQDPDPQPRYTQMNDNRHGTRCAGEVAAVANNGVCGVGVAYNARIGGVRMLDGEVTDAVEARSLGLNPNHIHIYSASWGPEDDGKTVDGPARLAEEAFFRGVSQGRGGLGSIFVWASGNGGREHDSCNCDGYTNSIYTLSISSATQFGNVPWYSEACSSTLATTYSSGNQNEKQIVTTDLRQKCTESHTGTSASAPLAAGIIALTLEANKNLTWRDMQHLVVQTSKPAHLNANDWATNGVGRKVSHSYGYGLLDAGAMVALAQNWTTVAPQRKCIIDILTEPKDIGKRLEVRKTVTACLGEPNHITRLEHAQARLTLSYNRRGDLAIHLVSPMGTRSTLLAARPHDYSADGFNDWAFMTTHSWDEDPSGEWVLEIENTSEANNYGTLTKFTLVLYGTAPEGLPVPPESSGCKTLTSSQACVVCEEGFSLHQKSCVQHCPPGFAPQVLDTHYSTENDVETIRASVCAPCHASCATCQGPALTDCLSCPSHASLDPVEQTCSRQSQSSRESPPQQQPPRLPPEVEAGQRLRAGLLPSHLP
Tb hexokinase: Trypanosoma brucei hexokinase 1 inhibitors, primary screen, biochemical, G6PDH-coupled NADH absorbance, MLSCN library; hexokinase 1 [Trypanosoma brucei]; recombinant TbHK1, G6PDH-coupled NADH A340; inhibition, % at 10 µM; hit rate 0.11% among 220,000;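 active = inhibition of 50% or more in the single-dose primary screen; inactive = inhibition below 50%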
EBV gp42 inh: Epstein-Barr virus gp42 inhibitors, primary screen, biochemical, uHTS, fluorescence polarization | Glycoprotein 42 (Epstein-Barr virus (strain AG876)), Q1HVG2 | Fluorescence polarization binding assay, mP read-out | inhibition, % (tested at 21.74 µM) | hit rate 0.42% among 220,000; in the data active = inhibition above about 50%
p97 ATPase inh: inhibitors of human p97 ATPase, primary screen, biochemical; Transitional endoplasmic reticulum ATPase (Homo sapiens), P55072; recombinant p97 ATPase, Kinase-Glo ATP luminescence, 3 h; inhibition, % at 8 µM; hit rate 0.42% among 220,000; in the data active = inhibition above about 15%;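 note: 0% = DMSO vehicle and 100% = wells lacking enzyme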
Runt-CBFb FRET: inhibitors of RUNX1 Runt–CBFb binding, primary screen, biochemical, FRET, Cerulean-Runt, Venus-CBFb, uHTS; Runt-related transcription factor 1 (Homo sapiens) + Core-binding factor subunit beta …; Cerulean-Runt/Venus-CBFb FRET ratio 530/480, 1 h; inhibition, % at 20 µM; hit rate 0.46% among 220,000; AID 1496, 2009;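 active = inhibition over about 50% at 20 µM in the single-dose screen, limit read from the data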;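 note: 0% = DMSO wells and 100% = excess unlabeled CBFb competitor control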
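test system = Cerulean-Runt domain fusion protein, energy donor | probe or stimulus = Venus-CBFb binding partner, 100 nM | incubation = two 1 h room-temperature incubations shielded from light | detection = fluorescence energy transfer, 422 nm excitation, 530/480 nm emission | measure = loss of energy transfer signal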
NCF1 inh: p47phox/p22phox peptide binding inhibitors, primary screen, biochemical, uHTS, NADPH oxidase regulatory subunit; Neutrophil cytosol factor 1 (Homo sapiens), P14598; fluorescence polarization, 2 h; inhibition, % at 24.7 µM; hit rate 0.53% among 220,000;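 active = inhibition above about 30%, limit read from the data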;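 note: 0% = p47phox with labelled peptide and 100% = labelled peptide alone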
Target sequence (P14598 whole entry, looked up): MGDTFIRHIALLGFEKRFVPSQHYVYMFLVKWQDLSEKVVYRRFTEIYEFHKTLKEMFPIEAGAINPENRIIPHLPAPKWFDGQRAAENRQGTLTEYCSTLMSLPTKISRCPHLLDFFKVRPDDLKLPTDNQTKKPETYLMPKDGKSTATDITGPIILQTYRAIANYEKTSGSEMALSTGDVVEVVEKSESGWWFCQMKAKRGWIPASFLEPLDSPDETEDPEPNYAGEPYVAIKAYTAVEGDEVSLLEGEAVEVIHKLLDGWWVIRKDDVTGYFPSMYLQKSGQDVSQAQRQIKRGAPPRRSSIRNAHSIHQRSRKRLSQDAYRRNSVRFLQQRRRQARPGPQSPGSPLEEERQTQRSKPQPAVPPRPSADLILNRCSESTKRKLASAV
RBBP9 inh: human RBBP9 inhibitors, primary screen, biochemical, fluorescence polarization, FP-Rh probe, HTS; Serine hydrolase RBBP9 (Homo sapiens), O75884; recombinant RBBP9; inhibition, % at 7.94 µM; hit rate 0.2% among 220,000;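 active = inhibition above the campaign mean of all tested compounds plus 3 SD, cut at about 14% in these data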;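 note: plate controls were DMSO wells with RBBP9 for no effect and wells lacking RBBP9 protein for full effect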
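System: RBBP9 protein / Buffer or medium: Tris/NaCl buffer pH 8.0 with 0.1% Pluronic / Probe or stimulus: Serine-hydrolase probe FP-Rh, 375 nM pre-mixing / Dosing: 7.94 µM single dose, 0.794% DMSO / Times: enzyme-compound preincubation 30 min, then probe labeling 45 min, 25 °C / Technique: fluorescence polarization (mP), excitation 525 nm, emission 598 nm / Replication: singlicate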
Runt-SMMHC FRET: inhibitors of RUNX1 Runt–CBFb-SMMHC binding, primary screen, biochemical, FRET, Cerulean-Runt, Venus-CBFb-SMMHC, uHTS | Runt-related transcription factor 1 (Homo sapiens) + Core-binding factor subunit beta … | Cerulean-Runt/Venus-CBFb-SMMHC FRET ratio 530/480, 1 h | inhibition, % at 20 µM | hit rate 0.74% among 220,000;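 active = mean inhibition across duplicate retests at 20 µM reaching about 50%, limit read from the data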;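 note: 0% = DMSO wells and 100% = wells with excess untagged CBFb-SMMHC; inhibitors lower the FRET ratio by blocking Runt binding to CBFb-SMMHC; some results filed as inactive read as strong as hits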
Calpain2 inh: inhibitors of pig calpain II, primary screen, biochemical, fluorogenic peptide substrate, 1536-well. purified calpain II, 30 min. AID 1236, 2008. hit rate 0.37% among 220,000. inhibition, % at 16 µM;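 active = inhibition above about 50%, limit read from the data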
The depositor's hits bear a star; / = not tested or not shown; [ ] = dose if it differs, or a comment.

Preview (four entries):
SMILES	Furin inhibitor	Tb hexokinase	EBV gp42 inh	p97 ATPase inh	Runt-CBFb FRET	NCF1 inh	RBBP9 inh	Runt-SMMHC FRET	Calpain2 inh
CCC(C)c1c(O)nc(SCC(=O)N2CCOCC2)[nH]c1=O (centres undefined)	-13	3	-20	-4	-2	-10	6	0	14
COc1ccc(C2OC(=O)CC2C(=O)NCc2ccc(C)cc2)cc1OC (centres undefined)	-26	-1	-12	3	1	-1	-5	0	-44
Cc1ccc(/C=N/n2c(-c3ccc(Cl)cc3)n[nH]c2=S)s1	-27	-11	-5	2	6	-17	1	-1	-3
COC(=O)C1=C(C(=O)OC)C(c2ccccc2O)c2sc(=O)[nH]c2S1 (centres undefined)	-15	1	-1	11	3	-8	1	-10	-3

This part in full, from the start:
SMILES	Furin inhibitor	Tb hexokinase	EBV gp42 inh	p97 ATPase inh	Runt-CBFb FRET	NCF1 inh	RBBP9 inh	Runt-SMMHC FRET	Calpain2 inh
CCC(C)c1c(O)nc(SCC(=O)N2CCOCC2)[nH]c1=O (centres undefined)	-13	3	-20	-4	-2	-10	6	0	14
COc1ccc(C2OC(=O)CC2C(=O)NCc2ccc(C)cc2)cc1OC (centres undefined)	-26	-1	-12	3	1	-1	-5	0	-44
Cc1ccc(/C=N/n2c(-c3ccc(Cl)cc3)n[nH]c2=S)s1	-27	-11	-5	2	6	-17	1	-1	-3
COC(=O)C1=C(C(=O)OC)C(c2ccccc2O)c2sc(=O)[nH]c2S1 (centres undefined)	-15	1	-1	11	3	-8	1	-10	-3
Cc1cc(C)cc(OCC(=O)Nc2ccc3c(c2)OCCO3)c1	-24	2	2	-2	/	-12	4	2	2
Cc1ccc(N=Cc2c(O)ccc3ccccc23)cc1F	-16	-3	48	2	3	-14	7	14	3
COc1ccc(NC(=O)CN2CCN(C(=S)NC3CCCC3)CC2)cc1	-23	-7	-8	-3	1	-17	-7	3	-19
COc1cccc(OC)c1C(=O)OCC(=O)NC(=O)NCc1ccccc1	-33	-4	-15	4	-1	-7	-2	0	-23
Nc1ncnc(Nc2ccccc2C(F)(F)F)n1	-15[20 µM]	1	-28	0	0	-4	6	1	1
c1ccc(-c2nc(-n3nc4ccccc4n3)nc3ccccc23)cc1	3	-9	-1	-5	-4	-13	-11	0	-73
COc1ccc(C2=NN(c3ccccc3)C(=O)/C2=C\c2ccc(O)c(OC)c2)cc1	-16	-13	-22	35*	-5	-21	-11	-6	4
CCOC(=O)C1(CC2CCCCO2)CCN(C2CCSCC2)CC1 (centres undefined)	-25	-5	-6	-3	-1	-7	-3	-2	-11
N#Cc1cccc(C#N)c1N1CCC(C#N)CC1	-27	-6	0	4	-2	1	-4	-1	-131
CCNc1nc(NCC)nc(NC(N)=S)n1	-19	-10	2	-1	4	-3	-1	-4	-22
Cc1cc(C)n(-c2cc(C(=O)O)cc(C(=O)O)c2)n1	-9	-2	-24	11	-1	-5	3	-2	-5
COc1ccc(N/C=C(\C2OC(=O)c3ccccc32)[N+](=O)[O-])cc1 (centres undefined)	-27	-2	-5	3	-16	-11	-4	-14	10
O=C(c1ccc(N2CCOCC2)nc1)N1CCOCC1	-33	2	-8	5	1	-7	-5	-2	-12
Cn1ccnc1SCC(=O)Nc1ccc2ccccc2c1	-16[20 µM]	-1	-13	-4	0	-12	-5	1	-21
O=C(Nc1ccc(F)cc1F)NC1CC1	-28	-3	-4	1	0	1	-7	0	-1
Cc1ccc(C2CC(c3ccco3)n3ncnc3N2)cc1 (centres undefined)	-11	0	-5	0	3	-7	-3	-4	-30
O=c1cnc2ccccc2n1CC1CCCCC1	-8	-13	-12	-2	1	-1	-8	5	-95
Cc1cccc(C2C3=C(Nc4[nH]n(-c5ccccc5)c(=O)c42)c2ccccc2C3=O)c1 (centres undefined)	-7	-11	4	8	-4	-11	-2	-1	1
C=CCOc1nc2c(c(=O)n(Cc3ccc(Cl)cc3)c(=O)n2C)n1C	-12	1	-10	-3	-2	-5	-3	-1	25
C=CCOc1ccc(NC(=O)C(=O)NCCCn2ccnc2)cc1	-24[20 µM]	3	-18	5	0	-2	-4	2	27
Nc1nnn(CC(=O)N/N=C/c2cccc3ccccc23)n1	1	-21	-12	-8	0	-8	-2	-2	29
SMILES	Furin inhibitor	Tb hexokinase	EBV gp42 inh	p97 ATPase inh	Runt-CBFb FRET	NCF1 inh	RBBP9 inh	Runt-SMMHC FRET	Calpain2 inh
Cc1ccc2cc(/C=N/Nc3ccc(C(=O)O)cc3)c(Cl)nc2c1	-8	-24	-15	8	-9	-31	1	-11	19
O=C(Nc1cc(Cl)cc(Cl)c1)C1CCC(=O)N1Cc1ccccc1Cl (centres undefined)	-20[20 µM]	-3	3	-6	-3	-9	-9	0	-5
CCOC(=O)N1CCN(C(=S)Nc2cc(OC)c(OC)cc2C(=O)OC)CC1	0[20 µM]	-3	-13	3	/	-9	-7	0	21
CCC(NS(=O)(=O)c1ccc(C)cc1)C(=O)Nc1ccc(NC(C)=O)cc1 (centres undefined)	-15[20 µM]	-14	-11	4	0	-2	16*	0	7
COC(C[C@H](O)CC(=O)[C@H](C)OCc1ccccc1)OC	-28	2	-8	/	0	7	/	1	-8
CCN(CC)CCCN1C(=O)C(O)=C(C(=O)c2ccco2)C1c1ccc(C)o1 (centres undefined)	-26[20 µM]	-12	/	-3	/	/	-9	/	/
Cc1ccc(-c2nn(CCC(=O)O)cc2CCC(=O)O)cc1	-12[20 µM]	-1	-11	-2	1	-4	2	1	-45
CN(NC(=O)C1CC(=O)N(c2ccccc2)C1)C1=NS(=O)(=O)c2ccccc21 (centres undefined)	-5	-6	-6	4	0	0	-4	4	1
COc1ccc(C)cc1NC(=O)C(OC(=O)C1CC1)c1ccccc1 (centres undefined)	-20	-8	6	-1	-1	-4	-2	2	-10
Cc1ccc(NC(=O)COC(=O)CCC(=O)c2ccc(C(C)(C)C)cc2)c([N+](=O)[O-])c1	-16	5	-19	1	-8	-17	-7	-2	18
Cc1cc(C)cc(NC(=O)Nc2ccc3ccccc3n2)c1	-21	-22	-21	3	0	-18	-7	2	-15
COc1ccc(CCNC(=O)CSc2nnc(CNC(=O)c3ccco3)o2)cc1OC	-20[20 µM]	-4	-31	3	1	-8	-7	-1	-3
Cc1ccc(-c2nc(CSCC(=O)Nc3cc(C)on3)c(C)o2)cc1	-17	-2	-12	-1	0	4	2	1	-28
CNC(=O)c1nc(C)n(-c2ccc(Cl)cc2Cl)n1	-31	2	-9	7	1	-9	-7	2	-5
CC12CCC(C(=O)N(CC(O)CN3CCN(Cc4ccccc4)CC3)C1=O)C2(C)C (centres undefined)	-15	-7	-11	3	2	-1	-4	2	-1
Cc1sc2c(c1C)c(=O)n(-c1ccc(Cl)cc1)c(=O)n2Cc1cc(=O)n2ccccc2n1	-17	-7	-9	3	-1	-23	5	3	-19
Cc1ccc(Nc2nc(C(=O)N3CCC(C(=O)NC(C)C)CC3)cs2)cc1	6	-3	-6	-5	0	1	-11	0	11
N=c1n(CCN2CCCC2)c2ccccc2n1CC(O)c1ccco1 (centres undefined)	-10	5	9	-8	1	-5	-2	-3	15
CSc1nc2ccccc2cc1/C=C(\C#N)c1cccc(C)c1	-16[20 µM]	-11	-2	-1	0	-5	-4	13	10
CC(=O)Nc1nc2ccc(C(=O)NC3CCCCC3)cc2s1	-14[20 µM]	-9	-21	-3	-3	-8	-3	-2	3
CC(Sc1ccccc1)C(=O)NN=C1CCN(C)CC1 (centres undefined)	-19	2	-12	2	-1	6	-3	0	26
Cc1cc(NC(=O)CN2C(=O)NC(C)(CCc3ccccc3)C2=O)no1 (centres undefined)	-26	2	-8	5	3	-3	2	3	-16
CC(C)(C)C(=O)O/N=C(\N)c1c(Cl)cccc1Cl	-26	-6	-14	6	0	3	6	-1	8
FC(F)(F)c1ccc(N2CCOCC2)c(NC2=NCCCCC2)c1	-13	2	-4	-4	-1	9	-6	0	-9
CCCCc1c(C)nc2c(OC)cccc2c1SCCC(=O)O	-22	-8	-1	7	0	34*	-8	-7	-98
CC(=O)c1c(C)n(C)c2ccc(OC(=O)c3ccc([N+](=O)[O-])cc3)cc12	-18	-7	-12	0	-1	-1	-5	2	-5
CC(=O)N1CCOCCOCCN(C(C)=O)CCOCC1	-28	-2	-12	7	1	0	-2	0	-20
CCOc1ccc(C(=O)NC2CCN(CC(=O)NCc3cccs3)CC2)cc1	-20	1	4	2	1	3	-6	2	-6
N#Cc1nc(-c2ccco2)oc1NCc1ccc(F)cc1	-4	-5	-18	-1	0	-11	-4	4	-88
N#CC1(c2ccccc2)CCCN1C(=O)c1ccccc1Br (centres undefined)	-18[20 µM]	1	-10	2	1	-20	-2	1	-21

Random excerpt: 2 compounds from above.
SMILES	Furin inhibitor	Tb hexokinase	EBV gp42 inh	p97 ATPase inh	Runt-CBFb FRET	NCF1 inh	RBBP9 inh	Runt-SMMHC FRET	Calpain2 inh
COc1ccc(CCNC(=O)CSc2nnc(CNC(=O)c3ccco3)o2)cc1OC	-20[20 µM]	-4	-31	3	1	-8	-7	-1	-3
Cc1cc(C)cc(NC(=O)Nc2ccc3ccccc3n2)c1	-21	-22	-21	3	0	-18	-7	2	-15

The order is random; overall some 2.7% were active at least once.
